From PubChem
AHR act = human AHR activation | P35869 | AHR-responsive luciferase reporter cells, luminescence | activation, % at 5 µM | actives 2.5% (n = 320,000); in the data active = activation above about 47%;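 note: 0% = vehicle wells and 100% = reference agonist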
MEP2-GFP yeast = modulators of TOR pathway MEP2-GFP in S. cerevisiae. S. cerevisiae MEP2-GFP strain, flow cytometry GFP, 3 h; 100% = DMSO control level. GFP response vs DMSO, % at 10 µM. actives 0.51% (n = 330,000). AID 2016;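 active = GFP response versus DMSO above a set limit, roughly screen mean plus 3 SD, cut at about 180% in these data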;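 note: median GFP fluorescence of the barcode-gated MEP2-GFP cells per well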
LAP4-GFP MLPCN = alters LAP4-GFP fluorescence in TOR pathway yeast screen; actives 0.34% (n = 320,000); AID 2023; GFP response vs DMSO, % at 10 µM; S. cerevisiae LAP4-GFP multiplex, flow cytometry GFP, 3 h; median GFP as percent of DMSO wells;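 active = GFP response vs DMSO above a set limit, about the screen mean plus 3 SD, cut at about 150% in these data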
proCasp7 act = counter-screen for procaspase-3 activators: activators of human procaspase-7 | recombinant procaspase-7, Ac-DEVD-pNA absorbance 405 nm; D23A/D198A/D206A triple mutant, cannot self-cleave; scale: DMSO 0, 5 µM enzyme 100 | activation, % at 8.5 µM | actives 0.093% (n = 330,000) | P55210;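 active = percent activation above the screen-wide mean plus 3 SD, cut at about 25% in these data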
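Detection: p-Nitroaniline absorbance at 405 nm, read at 0 and 120 min; system: Uncleavable procaspase-7 mutant enzyme; evaluation: % activation from two-timepoint absorbance difference, scaled to controls; times: 1 h enzyme–compound preincubation and 2 h substrate reaction, both 25 °C; buffer or medium: Zinc-free HEPES pH 7.4 with 300 mM NaCl, 0.01% Triton X-100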
EBNA-1 inhibitor = blocks EBNA-1 binding to DNA; EBNA-1 DNA binding, fluorescence polarization; inhibition, % at 14.8 µM; actives 0.34% (n = 300,000); in the data active = inhibition above about 28%
proCasp3 act = procaspase-3 (human) activation; recombinant procaspase-3 D3A, Ac-DEVD-pNA absorbance 405 nm; actives 0.11% (n = 330,000); AID 463141; activation, % at 8.5 µM;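 active = activation above the mean of all tested compounds plus 3 SD, cut at about 21% in these data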;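 note: 0% = DMSO alone and 100% = DMSO wells spiked with extra 5 µM PC-3 D3A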
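Evaluation: percent activation relative to control range; Material: Procaspase-3 D3A mutant, all three cleavage aspartates alanine; Compound: single dose, 8.5 µM nominal compound, 0.8% DMSO; Replication: one well per compound; Signal: absorbance at 405 nm, 0 and 120 min; Schedule: 1 h preincubation plus 2 h reaction at 25 °C.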
RPL19A TOR yeast = modulators of TOR pathway RPL19A-GFP in S. cerevisiae; S. cerevisiae RPL19A-GFP strain, flow cytometry, 3 h; hits give low values; percent response vs DMSO, % at 10 µM; actives 0.3% (n = 330,000); AID 2025;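 active = percent response vs DMSO below 50%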;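 note: median channel GFP fluorescence of the barcoded RPL19A-GFP strain; ratio of sample median GFP to plate DMSO average so 100% = DMSO; lower means less RPL19A-GFP as with rapamycin TOR inhibition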
ZTA DNA inh = blocks Epstein-Barr virus ZTA, an EBNA-1 counter-screen; P03206; ZTA-DNA binding, fluorescence polarization; inhibition, % at 11 µM; actives 0.15% (n = 320,000); AID 2234; in the data active = inhibition above about 33%
Starred values were filed as active, the others as inactive; x = no result given. An unsorted share of the library. About 3.8% of those tested had a hit in this group.

Below each SMILES – AHR act | MEP2-GFP yeast | LAP4-GFP MLPCN | proCasp7 act | EBNA-1 inhibitor | proCasp3 act | RPL19A TOR yeast | ZTA DNA inh
1	C=CCC1NS(=O)(=O)OC2CCCCC12 (stereo not given)
 : 14 | 91 | 106 | 2 | 10 | 8 | 100 | 4
2	CCC1ON(C(C)C)C2c3nc4ccccc4n3CC12 (stereo not given)
 : 1 | 109 | 100 | 0 | -4 | 3 | 99 | 4
3	COc1ccc(NC(=O)CO/N=C2\CCCc3nonc32)cc1
 : 8 | 112 | 103 | 7 | -1 | 14 | 108 | -25
4	N#C/C(=C/c1cn(-c2ccccc2)nc1-c1cccc(OCc2ccccc2)c1)C(=O)NCCCn1ccnc1
 : 13 | 100 | 97 | -9 | -5 | -1 | 92 | 0
5	CCC(=O)c1ccc(N2CCN(S(=O)(=O)c3ccccc3)CC2)c(F)c1
 : -1 | 88 | 107 | 9 | 0 | 5 | 94 | 0
6	Nc1[nH]ncc1N=Nc1ccc(Cl)cc1
 : 5 | 104 | 112 | 0 | 3 | -8 | 98 | 5
7	COc1cc(/C=C2/SC(=O)N(Cc3ccccc3)C2=O)ccc1OCc1ccncc1
 : 0 | 96 | 110 | 6 | 21 | -1 | 90 | -5
8	CS(=O)(=O)N1CCC(C(=O)N2CCC(Cc3ccccc3)CC2)CC1
 : -2 | 98 | 93 | -3 | -2 | 11 | 95 | 6
9	O=C(CCc1nc2ccccc2c(=O)[nH]1)N1CCN(c2ccc(F)cc2)CC1
 : 4 | 106 | 109 | 8 | 8 | 3 | 103 | 13
10	CCN(CC)S(=O)(=O)c1ccc(Cc2ncc(C(F)(F)F)cc2Cl)s1
 : 2 | 102 | 97 | 11 | -11 | 1 | 98 | 11
11	CC(C)c1ccc(-c2nnn(CCC(=O)O)n2)cc1
 : -9 | 101 | 77 | 8 | -7 | 1 | 99 | -13
12	Clc1cccc(NCc2nnc(SCc3ccccc3Cl)o2)c1
 : 4 | 86 | 88 | 2 | -3 | -10 | 89 | 3
13	CCn1nnnc1NC(=O)c1ccc2ccccc2c1
 : 1 | 107 | 102 | 2 | -4 | 8 | 110 | -4
14	COc1cc(O)oc1C=Nc1ccccc1
 : -3 | 108 | 104 | 6 | -4 | 0 | 102 | -7
15	CC(C)CCn1c(O)c(N=NC(=O)Cn2ccc(C(F)(F)F)n2)c2ccccc21
 : 0 | 107 | 90 | -4 | 1 | 7 | 106 | -11
16	CSc1nccc(NC(=O)c2cccc(Br)c2)n1
 : 12 | 119 | 90 | -5 | -14 | 11 | 99 | 7
17	CSC(=N/N=C(\N)c1cnccn1)SC
 : -2 | 109 | 105 | 3 | -10 | 4 | 108 | -6
18	CCOc1ccc(CCNC(=O)CCc2nc(-c3ccc(C)cc3)no2)cc1OCC
 : 1 | 98 | 103 | 4 | 6 | 0 | 96 | 0
19	Cc1ccc(/C=N/NS(=O)(=O)c2ccccc2)o1
 : 1 | 81 | 97 | 1 | 0 | 8 | 106 | -2
20	O=C1CS/C(=N/N=C/c2ccco2)N1Cc1ccc(F)cc1
 : 1 | 101 | 110 | 3 | 3 | 5 | 105 | 1
21	FC(F)(F)c1cc(Nc2ccccc2)nc(-c2ccccn2)n1
 : -2 | 96 | 100 | 4 | -1 | 3 | 97 | 1
22	Cc1c(C2(c3c(C)n(C)n(-c4ccccc4)c3=O)C(=O)Nc3ccc(F)cc32)c(=O)n(-c2ccccc2)n1C
 : 5 | 99 | 98 | 1 | -7 | 4 | 100 | 5
23	Cn1c(=O)n(-c2ccc(Cl)cc2)c(=O)c2c3c(sc21)COC(C)(C)C3
 : -1 | 103 | 104 | 9 | 11 | 10 | 102 | 7
24	COc1ccc(CN2CC34C=CC(O3)C(C(=O)O)C4C2=O)cc1 (stereo not given)
 : 5 | 117 | 104 | -8 | -10 | 7 | 101 | -4
25	CCCCCCC[C@@H](C/C=C/CCC(=O)O)OC
 : 0 | 97 | 108 | 17 | x | 7 | 104 | x
26	CCC1(C)Cc2ccccc2-c2nc3n(c(=O)c21)CCCCC3 (stereo not given)
 : -4 | 117 | 97 | 8 | 3 | 2 | 99 | 3
27	O=C(Nc1ccc(C(F)(F)F)cc1)C1CCCN1S(=O)(=O)c1cccc2cccnc12 (stereo not given)
 : 21 | 101 | 100 | -8 | 16 | -2 | 104 | 0
28	CCCCOCCCNC(=O)c1ccccc1OCC
 : -3 | 112 | 99 | 12 | 1 | 5 | 101 | 4
29	O=C(Nc1ccccc1Cl)c1ccccc1S(=O)(=O)c1ccccc1[N+](=O)[O-]
 : 2 | x | x | 0 | 3 | 3 | x | 5
30	Cc1ccc2nsnc2c1NC(=S)NC(=O)c1ccco1
 : 97* | 101 | 85 | -18 | -9 | -15 | 106 | -9

Part of the list above, reduced to AHR act and proCasp7 act:
| nr | Molecule | AHR act | proCasp7 act |
| --- | --- | --- | --- |
| 15 | CC(C)CCn1c(O)c(N=NC(=O)Cn2ccc(C(F)(F)F)n2)c2ccccc21 | 0 | -4 |
| 17 | CSC(=N/N=C(\N)c1cnccn1)SC | -2 | 3 |

(listing goes on)
Below each SMILES – AHR act | MEP2-GFP yeast | LAP4-GFP MLPCN | proCasp7 act | EBNA-1 inhibitor | proCasp3 act | RPL19A TOR yeast | ZTA DNA inh
31	C=CC[C@H](CC(=O)N(CCO)Cc1ccccc1)C(=O)NCCOC(=O)[C@@H](CC=C)CC(=O)OC(C)(C)C
 : 1 | 103 | 110 | 13 | x | -7 | 121 | x
32	COc1ccc(-c2nc(CSCC(=O)N3CCC(C(N)=O)CC3)c(C)o2)cc1OC
 : 0 | 97 | 101 | 7 | 5 | -7 | 103 | 3
33	COc1ccccc1/C=N/NC(=O)C(=O)Nc1ccccc1OC(F)(F)C(F)F
 : 5 | 109 | 102 | 6 | -2 | 6 | 99 | -20
34	Cc1cc(F)ccc1NCC(=O)Nc1ccc(Br)cc1C
 : 40 | 101 | 94 | 8 | 2 | -3 | 108 | 0
35	COc1ccc(-c2coc3cc(O)c(OC)cc3c2=O)cc1
 : 0 | 94 | 110 | 2 | x | 7 | 99 | 1
36	CC(=O)Oc1ccc2nc(-c3ccc(Br)o3)oc(=O)c2c1
 : 0 | 104 | 116 | 13 | -4 | 1 | 106 | 6
37	CC1CN(S(=O)(=O)c2cn(C)c(=O)n(C)c2=O)CC(C)O1 (stereo not given)
 : 1 | 104 | 99 | 10 | 1 | -2 | 96 | -3
38	COc1ccc([N+](=O)[O-])cc1NC(=O)c1ccc(N2C(=O)CCC2=O)cc1
 : 7 | 104 | 98 | 11 | 5 | -4 | 95 | -13
39	O=C(COc1ccc(Cl)cc1)Nc1ccc2[nH]ncc2c1
 : 24 | 111 | 101 | 8 | 4 | 2 | 103 | 4
40	O=C(O)CCN(CCC(=O)O)c1ccccc1
 : 0 | 100 | 97 | -5 | 14 | 5 | 97 | -1
41	CCOc1ccc(NC(=O)CCn2cccc2)cc1
 : -1 | 98 | 101 | 2 | 6 | 4 | 98 | -15
42	COc1ccc(-c2cnnc(N/N=C/c3ccc(OC)c(OC)c3)n2)cc1
 : 15 | 106 | 101 | 5 | -5 | 2 | 101 | 6
43	Cc1nn(-c2cc(N(S(C)(=O)=O)S(C)(=O)=O)c(Cl)cc2Cl)c(=O)n1C
 : 0 | 101 | 108 | 5 | 4 | 4 | 102 | 5
44	O=C(NC1CCCCC1)C(c1ccccn1)N(C(=O)c1csnn1)C1CCCCC1 (stereo not given)
 : 0 | 109 | 106 | -8 | 9 | -2 | 100 | 9
45	COc1cc(CN2CCCC(C(=O)N3CCc4ccccc4C3)C2)cc(OC)c1OC (stereo not given)
 : 1 | 107 | 95 | 2 | -18 | 6 | 98 | 4
46	Cn1cc(CNC(=O)c2cc(-c3ccc(Br)cc3)nc3ccccc23)cn1
 : -4 | 97 | 100 | 0 | 1 | -1 | 95 | 7
47	CCOC(=O)CNC(=O)C1(/C=C/c2ccccc2)CC(=O)N1c1ccc(OC)cc1 (stereo not given)
 : -2 | 90 | 96 | 11 | 0 | -4 | 101 | 3
48	COc1ccc(C)cc1NC(=O)CCC(=O)Nc1nnc(C(F)(F)F)s1
 : 4 | 100 | 102 | -7 | 1 | -4 | 96 | -6
49	COc1ccc(C(CC(=O)O)N2C(=O)CCC2=O)cc1 (stereo not given)
 : 9 | 103 | 103 | 8 | 6 | 0 | 99 | 21
50	Cc1ccc2nc(-c3ccccn3)cc(C(=O)Nc3ccc4c(c3)OCO4)c2c1
 : 48* | 92 | 99 | 0 | 16 | 4 | 94 | -12
51	COc1cc(/C=N/NC(=O)Cc2ccccc2)cc(OC)c1OC
 : 3 | 97 | 95 | 2 | 7 | -5 | 99 | 2
52	O=C(Cn1cnc2c(OCc3ccccc3)ncnc21)NCc1ccc2[nH]ccc2c1
 : 1 | 86 | 87 | -2 | x | -3 | 87 | x
53	CN(C)S(=O)(=O)c1ccc(C(=O)NCc2nnc(SCC(=O)Nc3ccc(F)cc3)n2-c2ccc(F)cc2)cc1
 : 1 | 121 | 106 | 3 | 1 | -3 | 103 | -6

Quoted from above (15 entries):
Below each SMILES – AHR act | MEP2-GFP yeast | LAP4-GFP MLPCN | proCasp7 act | EBNA-1 inhibitor | proCasp3 act | RPL19A TOR yeast | ZTA DNA inh
1	C=CCC1NS(=O)(=O)OC2CCCCC12 (stereo not given)
 : 14 | 91 | 106 | 2 | 10 | 8 | 100 | 4
2	CCC1ON(C(C)C)C2c3nc4ccccc4n3CC12 (stereo not given)
 : 1 | 109 | 100 | 0 | -4 | 3 | 99 | 4
3	COc1ccc(NC(=O)CO/N=C2\CCCc3nonc32)cc1
 : 8 | 112 | 103 | 7 | -1 | 14 | 108 | -25
4	N#C/C(=C/c1cn(-c2ccccc2)nc1-c1cccc(OCc2ccccc2)c1)C(=O)NCCCn1ccnc1
 : 13 | 100 | 97 | -9 | -5 | -1 | 92 | 0
5	CCC(=O)c1ccc(N2CCN(S(=O)(=O)c3ccccc3)CC2)c(F)c1
 : -1 | 88 | 107 | 9 | 0 | 5 | 94 | 0
6	Nc1[nH]ncc1N=Nc1ccc(Cl)cc1
 : 5 | 104 | 112 | 0 | 3 | -8 | 98 | 5
7	COc1cc(/C=C2/SC(=O)N(Cc3ccccc3)C2=O)ccc1OCc1ccncc1
 : 0 | 96 | 110 | 6 | 21 | -1 | 90 | -5
8	CS(=O)(=O)N1CCC(C(=O)N2CCC(Cc3ccccc3)CC2)CC1
 : -2 | 98 | 93 | -3 | -2 | 11 | 95 | 6
9	O=C(CCc1nc2ccccc2c(=O)[nH]1)N1CCN(c2ccc(F)cc2)CC1
 : 4 | 106 | 109 | 8 | 8 | 3 | 103 | 13
10	CCN(CC)S(=O)(=O)c1ccc(Cc2ncc(C(F)(F)F)cc2Cl)s1
 : 2 | 102 | 97 | 11 | -11 | 1 | 98 | 11
11	CC(C)c1ccc(-c2nnn(CCC(=O)O)n2)cc1
 : -9 | 101 | 77 | 8 | -7 | 1 | 99 | -13
12	Clc1cccc(NCc2nnc(SCc3ccccc3Cl)o2)c1
 : 4 | 86 | 88 | 2 | -3 | -10 | 89 | 3
13	CCn1nnnc1NC(=O)c1ccc2ccccc2c1
 : 1 | 107 | 102 | 2 | -4 | 8 | 110 | -4
14	COc1cc(O)oc1C=Nc1ccccc1
 : -3 | 108 | 104 | 6 | -4 | 0 | 102 | -7
15	CC(C)CCn1c(O)c(N=NC(=O)Cn2ccc(C(F)(F)F)n2)c2ccccc21
 : 0 | 107 | 90 | -4 | 1 | 7 | 106 | -11
